Screening data from PubChem.
GLP-1R inv ag: qHTS of GLP-1 Receptor Inverse Agonists (Inhibition Mode). Glucagon-like peptide 1 receptor (Homo sapiens), P43220. Potency, µM (highest dose often 38.3 µM), without a hit: top-dose activity change, negative = inhibition, actives largely listed as inhibitors. HEK293 GLP-1R CRE-luciferase, luminescence, 24 h; GLP-1R form is constitutively active. AID 624417, 2012. actives 1.6% (n = 410,000); further: potency means the concentration at half of the fitted maximal effect; on the % scale 0 is the no-effect control and ±100 the full control effect; nearly all actives have a fitted effect of over 55% in size
Target sequence (P43220 whole entry, looked up): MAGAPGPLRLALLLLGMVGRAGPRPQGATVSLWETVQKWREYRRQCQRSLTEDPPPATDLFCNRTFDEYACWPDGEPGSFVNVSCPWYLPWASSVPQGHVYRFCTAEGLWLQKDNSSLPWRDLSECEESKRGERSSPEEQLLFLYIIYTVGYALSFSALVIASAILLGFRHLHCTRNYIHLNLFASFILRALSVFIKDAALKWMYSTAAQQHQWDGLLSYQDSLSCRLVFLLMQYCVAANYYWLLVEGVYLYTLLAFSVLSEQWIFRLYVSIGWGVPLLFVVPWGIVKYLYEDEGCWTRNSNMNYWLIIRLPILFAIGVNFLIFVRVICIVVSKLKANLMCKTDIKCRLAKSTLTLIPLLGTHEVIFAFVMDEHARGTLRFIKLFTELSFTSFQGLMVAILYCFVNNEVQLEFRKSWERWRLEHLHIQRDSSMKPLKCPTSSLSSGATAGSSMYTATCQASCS
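HEK293 cells stably co-expressing a cAMP-responsive luciferase reporter and constitutively active GLP-1R were seeded, incubated 12 h, then exposed to compounds for 24 h at 37 C. Luminescence was read 12 min after detection reagent; inverse agonists lower signal.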
EPAC1 agonist: qHTS for Agonist of cAMP-regulated guanine nucleotide exchange factor 3 (EPAC1): primary screen; actives 0.073% (n = 360,000); EPAC1 agonist qHTS, biochemical assay; response scale: 100% = response to 6.5 mM cAMP; Rap guanine nucleotide exchange factor 3 (Homo sapiens), O95398; Potency, µM (doses to about 154 µM), for the others: at the highest dose activation, most hits filed as activators; further: potency means the concentration at half of the fitted maximal effect; nearly all actives have a fitted effect of over 60% in size
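Compounds were pinned as a concentration titration into mixtures of EPAC1 (100 nM), BODIPY-GDP-loaded Rap1B (250 nM) and GDP (50 uM). After 5 min at room temperature, fluorescence was followed for 30 min; activity was scaled to 6.5 mM cAMP.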
GLP1R cytotox: qHTS of GLP-1 Receptor Inverse Agonists: Cytotox Screen. HEK293 cAMP-luciferase reporter cells, luminescence, 24 h. Potency, µM (doses to about 38.3 µM), for inactives: at the highest dose activity change, negative = inhibition, hits mostly inhibitors. actives 0.13% (n = 410,000);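 further: loss of luciferase light is scored as toxicity; potency means the concentration at half of the fitted maximal effect; on the % scale 0 is the no-effect control and ±100 the full control effect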
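Luminescence readout: signal drop marks cytotoxicity. Plated cells grew 12 h at 37 °C, 5% CO2, received 23 nL compound for 24 h, then got luciferase reagent, read after 12 min at RT.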
PLK1 PBD block: qHTS for Inhibitors of PLK1-PDB (polo-like kinase 1 - polo-box domain): Primary Screen; Serine/threonine-protein kinase PLK1 (Homo sapiens), P53350; Plk1 PBD binding of FITC phosphopeptide, fluorescence polarization; Potency, µM, for inactives: max response, negative = inhibition, actives largely listed as inhibitors; actives 2.8% (n = 360,000); further: potency means the concentration at half of the fitted maximal effect; series mostly up to about 57 µM; on the % scale 0 is the no-effect control and ±100 the full control effect; nearly all actives have a fitted effect of over 65% in size
PI5P4Ka inh: qHTS for Inhibitors of phosphatidylinositol 5-phosphate 4-kinase (PI5P4K) | Phosphatidylinositol 5-phosphate 4-kinase type-2 alpha (Homo sapiens), P48426 | PI5P4Kalpha enzyme, ADP-Glo luminescence, 60 min; hits give low values | max response, % | actives 1.2% (n = 330,000) | AID 652105, 2013; active means max response of -50% or lower; inconclusive means between -30% and -50%; inactive means -30% or higher; further: value at the top dose of about 77 µM; on the % scale 0 is the no-effect control and ±100 the full control effect
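qHTS, 1536-well: enzyme/substrate mix, compound by pin tool, 5 microM ATP final; RT 60 min; ADP-Glo reagents 1 (45 min) then 2 (30 min); luminescence.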
GLP-1R agonist: qHTS of GLP-1 Receptor Agonists; actives 0.007% (n = 380,000); AID 624172, 2012; HEK293 GLP-1R CRE-luciferase, luminescence, 4-6 h; cells express a hypersensitive GLP-1R form; Potency, µM (titrated, usually from 45.6 µM), for inactives: at the top dose activation, most hits filed as activators; further: potency means the concentration at half of the fitted maximal effect; % of control where 0% means no effect
EPAC1 antagonist: qHTS for Antagonist of cAMP-regulated guanine nucleotide exchange factor 3 (EPAC1): primary screen; Potency, µM (highest dose often 115 µM), without a hit: top-dose activity change, negative = inhibition, usual class: inhibitors; AID 720709, 2013; EPAC1 GEF assay, Rap1b-BODIPY-GDP exchange fluorescence; Rap guanine nucleotide exchange factor 3 (Homo sapiens), O95398; actives 0.14% (n = 360,000);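 further: potency means the concentration at half of the fitted maximal effect; plate controls were vehicle for no effect and positive control for full effect; nearly all actives have a fitted effect of over 50% in size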
IL-2 act: qHTS of IL-2 Activators | IL-2 activation reporter assay, cell-based qHTS; stimulated with anti-CD3/CD4/CD28 beads; in transgenic mouse T cells | activation, % (series mostly up to about 46 µM) | actives 0.065% (n = 360,000) | AID 652025, 2013; in the data active means activation above about 50%; inconclusive means mostly about 30% to 49%; further: 0% is about no effect
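Readout: EGFP and DsRed signals by fluorescent plate cytometry. Unstimulated transgenic mouse T cells received compound 60 min before antibody-bead stimulation, then incubated 18 h at 37 degrees C.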
PTHR1 agonist: qHTS for PTHR1 Agonists: Primary Screen | Parathyroid hormone/parathyroid hormone-related peptide receptor (Homo sapiens), Q03431 | HEK293 GP2 PTHR1 cells, GloSensor cAMP luminescence, 1 h | Potency, µM (series often up to 115 µM), for inactives: at the highest dose activation, actives largely listed as activators | actives 0.075% (n = 410,000); further: potency means the concentration at half of the fitted maximal effect; nearly all actives have a fitted effect of over 55% in size; some results filed as inactive show a strong effect at the top dose; inactives centre near -15; many of its hits are not listed in these tables
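HEK-293-derived GP2 cells expressing PTHR1 and a GloSensor cAMP reporter, 3,000/well, plated overnight, given luciferin plus IBMX (each 0.5 mM as added) for 1 h at 37 °C, then compound for 1 h at 37 °C. Luminescence was read after 15 min at room temperature.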
* = called active by the depositor; i = inactive; ? = inconclusive; / = not tested or not shown; & = joins results of further samples; [ ] = remark or other dose. Unless noted, the call rests on the fitted dose curve; in most records, active means well fitted curve in the direction sought with a large enough effect; inconclusive means small, poorly fitted or top-dose-only effect, or another doubt; inactive means no such curve, though single readings can be large; an effect the other way counts as inactive or inconclusive. Not all compounds are listed; the hit share may differ from the screen's.

SMILES | GLP-1R inv ag | EPAC1 agonist | GLP1R cytotox | PLK1 PBD block | PI5P4Ka inh | GLP-1R agonist | EPAC1 antagonist | IL-2 act | PTHR1 agonist
O=C(CCNNC(=O)c1ccncc1)NCc1ccccc1 | -2% | -21% | -2% | 3% | 1 | 3%&-9% | 3% | -0.3 | i
CC[n+]1c(C)sc2cc(OC)ccc21 | ? | 4% | -2% | -19% | -15 | -2% | 17% | -0.8 | 6%
C/C=C(/C)C(=O)O[C@@H]1c2c(ccc3ccc(=O)oc23)OC(C)(C)[C@@H]1OC(=O)/C(C)=C\C | ? | -12% | -9% | -2% | 10 | -4% | -11% | -0.2 | -54%[inhibitor]
Cc1[nH]n2c(=O)cc(-c3ccc(Cl)cc3)nc2c1-c1ccccc1 | 2.8µM* | / | 98%[activator] | / | / | -16% | / | / | -32%[inhibitor]
CC12CCC(CC1)C(C)(C)O2 | -7% | -14% | -2% | 1% | -1 | -2%&2% | -3% | 0.3 | -2%
CN(C)CCOC(C)(c1ccccc1)c1ccccn1 (stereo not drawn) | -1% | -8% | 13% | -18% | 0 | 7% | -11% | 0.3 | -20%
CN1CCN(C(c2ccccc2)c2ccccc2)CC1 | ? | -10% | 4% | -7% | 0 | -5% | 0% | 0.1 | -40%[inhibitor]
C1CCC(C(CC2CCCCN2)C2CCCCC2)CC1 (stereo not drawn) | ? | -7%&-2% | -2%&-29% | -12%&-2% | -28&-11 | -20%&-11%&-9% | 7%&-18% | -0.8&-0.7 | i
CN1CCN(CCC(=O)N2c3ccccc3Sc3ccc(C(F)(F)F)cc32)CC1 | ? | 5% | -27% | -10% | / | 2%&-1% | 4% | -2.0 | i
CCC(C)n1ncn(-c2ccc(N3CCN(c4ccc(OCC5COC(Cn6cncn6)(c6ccc(Cl)cc6Cl)O5)cc4)CC3)cc2)c1=O (stereo not drawn) | 6% | -10% | 1% | -10% | 10 | 2%&19% | -22% | -0.5 | -14%
O=C(c1ccc(F)cc1)C1CCN(CCn2c(=O)[nH]c3ccccc3c2=O)CC1 | 1%&-14% | -21%&-1% | -4%&0% | -1%&-10% | -3&2 | -1%&-1%&26% | 3%&7% | -0.3&-0.1 | -45%&-18%[inhibitor]

2 of the compounds above, with tabs:
molecule	GLP-1R inv ag	EPAC1 agonist	GLP1R cytotox	PLK1 PBD block	PI5P4Ka inh	GLP-1R agonist	EPAC1 antagonist	IL-2 act	PTHR1 agonist
Cc1[nH]n2c(=O)cc(-c3ccc(Cl)cc3)nc2c1-c1ccccc1	2.8µM*	/	98%[activator]	/	/	-16%	/	/	-32%[inhibitor]
CN1CCN(CCC(=O)N2c3ccccc3Sc3ccc(C(F)(F)F)cc32)CC1	?	5%	-27%	-10%	/	2%&-1%	4%	-2.0	i

Fetched by compound from above, 4 records:
SMILES | GLP-1R inv ag | EPAC1 agonist | GLP1R cytotox | PLK1 PBD block | PI5P4Ka inh | GLP-1R agonist | EPAC1 antagonist | IL-2 act | PTHR1 agonist
C1CCC(C(CC2CCCCN2)C2CCCCC2)CC1 (stereo not drawn) | ? | -7%&-2% | -2%&-29% | -12%&-2% | -28&-11 | -20%&-11%&-9% | 7%&-18% | -0.8&-0.7 | i
CN1CCN(CCC(=O)N2c3ccccc3Sc3ccc(C(F)(F)F)cc32)CC1 | ? | 5% | -27% | -10% | / | 2%&-1% | 4% | -2.0 | i
C/C=C(/C)C(=O)O[C@@H]1c2c(ccc3ccc(=O)oc23)OC(C)(C)[C@@H]1OC(=O)/C(C)=C\C | ? | -12% | -9% | -2% | 10 | -4% | -11% | -0.2 | -54%[inhibitor]
CCC(C)n1ncn(-c2ccc(N3CCN(c4ccc(OCC5COC(Cn6cncn6)(c6ccc(Cl)cc6Cl)O5)cc4)CC3)cc2)c1=O (stereo not drawn) | 6% | -10% | 1% | -10% | 10 | 2%&19% | -22% | -0.5 | -14%
